KDM5B inhibitor = KDM5B demethylase inhibition. KDM5B demethylase, FDH-coupled NADH fluorescence (FDH is formaldehyde dehydrogenase). AID 1347165. 2.6% of 220,000 active. Q9UGL1. Potency, µM (highest dose often 57.7 µM), without a hit: top-dose activity change, negative = inhibition, usual class: inhibitors; active = well fitted inhibition curve with a large enough effect; inconclusive = small, poorly fitted or top-dose-only effect; inactive = no such curve, though single readings can be large or run the other way; note: 0% is about no effect; nearly all actives have a fitted effect of over 70% in size
Target sequence (Q9UGL1 whole entry, looked up): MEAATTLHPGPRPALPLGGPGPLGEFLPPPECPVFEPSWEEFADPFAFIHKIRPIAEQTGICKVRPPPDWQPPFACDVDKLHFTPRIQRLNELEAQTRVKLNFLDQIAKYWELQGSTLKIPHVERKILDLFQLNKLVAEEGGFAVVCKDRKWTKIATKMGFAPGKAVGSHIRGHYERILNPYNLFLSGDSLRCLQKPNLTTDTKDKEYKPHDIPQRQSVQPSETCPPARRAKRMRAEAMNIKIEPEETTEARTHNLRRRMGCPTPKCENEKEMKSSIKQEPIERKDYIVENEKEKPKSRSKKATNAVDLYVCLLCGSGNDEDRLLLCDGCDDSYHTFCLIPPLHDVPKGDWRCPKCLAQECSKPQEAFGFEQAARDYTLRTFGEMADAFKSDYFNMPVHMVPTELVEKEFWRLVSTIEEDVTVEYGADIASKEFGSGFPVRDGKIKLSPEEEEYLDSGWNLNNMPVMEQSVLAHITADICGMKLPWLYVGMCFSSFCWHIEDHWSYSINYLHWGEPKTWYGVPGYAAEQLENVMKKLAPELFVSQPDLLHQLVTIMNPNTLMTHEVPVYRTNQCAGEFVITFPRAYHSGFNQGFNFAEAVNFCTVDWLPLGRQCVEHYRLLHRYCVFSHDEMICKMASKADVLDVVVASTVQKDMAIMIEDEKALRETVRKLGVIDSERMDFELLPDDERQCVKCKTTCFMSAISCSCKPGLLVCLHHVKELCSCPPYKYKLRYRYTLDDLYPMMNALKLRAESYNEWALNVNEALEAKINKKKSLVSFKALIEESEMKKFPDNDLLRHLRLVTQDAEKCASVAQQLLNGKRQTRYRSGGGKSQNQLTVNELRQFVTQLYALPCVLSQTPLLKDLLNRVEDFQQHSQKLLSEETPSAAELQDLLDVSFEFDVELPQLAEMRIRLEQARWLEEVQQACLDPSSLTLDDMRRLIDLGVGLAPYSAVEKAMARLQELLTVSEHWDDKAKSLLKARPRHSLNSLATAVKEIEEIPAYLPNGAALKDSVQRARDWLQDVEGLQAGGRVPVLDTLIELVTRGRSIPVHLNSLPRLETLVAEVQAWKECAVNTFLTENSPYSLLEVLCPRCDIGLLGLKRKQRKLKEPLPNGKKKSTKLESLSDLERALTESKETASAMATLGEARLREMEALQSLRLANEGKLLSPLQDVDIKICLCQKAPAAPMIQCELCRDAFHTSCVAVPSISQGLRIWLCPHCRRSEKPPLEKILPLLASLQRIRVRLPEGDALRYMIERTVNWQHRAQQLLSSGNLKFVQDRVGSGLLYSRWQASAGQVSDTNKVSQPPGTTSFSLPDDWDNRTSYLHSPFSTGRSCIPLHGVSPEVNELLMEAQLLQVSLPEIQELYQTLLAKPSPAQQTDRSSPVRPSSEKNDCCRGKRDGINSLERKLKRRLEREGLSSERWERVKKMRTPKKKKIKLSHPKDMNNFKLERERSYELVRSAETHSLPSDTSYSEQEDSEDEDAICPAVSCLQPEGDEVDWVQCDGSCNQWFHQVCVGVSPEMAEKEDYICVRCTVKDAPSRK
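qHTS format, multiple compound concentrations. Buffer 50 mM HEPES pH 7.5/0.01% Tween-20; 200 nM KDM5BΔAP final; 10 min compound preincubation; substrate-mix levels 12.5 µM peptide, 25 µM α-KG, 0.25 mM NAD⁺; 30 min RT; ΔRFU.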
* hit, by the source's call; i = inactive; ? = inconclusive; & = joins results of further samples; [ ] = another dose, or the depositor's remark. Potency is the fitted concentration of half-maximal effect. This is a subset; count on the stated rates, not on these rows.

SMILES | KDM5B inhibitor
O=C(C[C@@H]1O[C@H](CNS(=O)(=O)c2ccc(Cl)cc2)[C@@H](O)[C@H]1O)NC1CC1 | -18%[86.2 µM]
CO[C@H]1[C@H](NC(=O)CC(C)C)c2ccccc2C12CCNCC2 | -26%
Cc1cc2oc(=O)cc(CN(C)Cc3ccco3)c2cc1C | 22%
Cc1nc(CN2Cc3nc(-c4cccc(C(F)(F)F)c4)ccc3OCC2=O)cs1 | ?
CC(=O)c1cccc(NC(=O)CCc2c(C)nc3nc(CN)nn3c2C)c1 | 7%
COc1cccc(-c2noc(-c3ccc(CSCc4ccccc4F)o3)n2)c1OC | -24%
CCOc1ccccc1-c1nc(-c2ccc(-c3ccccc3)nc2OCC)no1 | 9%
CCOc1ccc(C2NC(=O)NC(CN3CCN(C(=O)OC(C)(C)C)CC3)=C2C(=O)OC)cc1 (stereo unspecified) | ?
COc1ccc(NC(=O)CSc2nnc(-c3ccncc3)o2)c([N+](=O)[O-])c1 | -8%
CN1[C@@H](CCC(=O)Nc2ccccc2)CNC(=O)[C@@H]2[C@H]1CCN2Cc1cccc(OC(F)(F)F)c1 | ?
CN1CCN(Cc2ncc[nH]2)CC12CCC(=O)N(CC(=O)O)CC2 (stereo unspecified) | -18%
CCCCNC(=O)c1cccc(-n2cnc3cccnc32)c1C | 1%
NC(=O)c1nc(-c2ccc(F)c(F)c2)nc2c1[nH]c(=O)n2-c1cccc(Cl)c1 | -10%
CCSc1nnc2c(n1)OC(c1ccc(OC)c(OC)c1)N(C(C)=O)c1ccccc1-2 (stereo unspecified) | -10%
CCCCN(CC)CCNC(=O)C1CCN(S(=O)(=O)c2cccc3nsnc23)CC1 | ?
N/C(=N\C(=S)Nc1ccccc1)c1ccccc1 | 12%
Cc1cc(C)cc(NC(=O)C(=O)NCC(c2ccc3c(c2)OCO3)N2CCN(C)CC2)c1 (stereo unspecified) | 17%
Cn1cc(C(=O)N2CCNC(=O)C2)c2ccccc21 | 16%
CC(C1CC1)n1nccc1NC(=O)c1nn(C)c(=O)c2ccccc12 (stereo unspecified) | -1%
CC(C)CCN1CC2(Cc3ccccc3C(=O)N2)C1 | 22%[149 µM]
COCCNC(=O)c1oc2ccc3c(c2c1C)C(O)CC(C)(C)O3 (stereo unspecified) | ?
CCc1nc2ccccc2c(C(=O)OCC(=O)NC23CC4CC(CC(C4)C2)C3)c1C | -18%
O=C(c1cnc2ccccn12)N1CCc2c(nc(-c3ccccc3)[nH]c2=O)C1 | -25%
COc1cccc(C(=O)N2CCn3c(nnc3-c3ccccc3)C2)c1 | 0%[86.2 µM]
COCCCNC(=O)C(NC(=O)c1ccccc1)C1CCN(C(=O)c2ccccc2F)CC1 (stereo unspecified) | -3%
CN(c1ccccc1)c1cc(=O)c2ccnc(-c3ccc(CO)cc3)c2o1 | -33%[86.2 µM]
O=C1CCN(Cc2ccccc2)C(=O)N1c1ccccc1 | 17%
COc1ccc(NC(C)=O)cc1NC(=O)CCc1ncc(-c2ccccc2F)o1 | 8%
Cc1ccc2c(CC(=O)NC3CCCCCC3)coc2c1 | 16%
CC(C)c1ccc(C2CC(=O)NC3=C2C(=O)CC(C)(C)C3)cc1 (stereo unspecified) | -9%

Later entries
SMILES | KDM5B inhibitor
COc1cccc(Cl)c1NC(=O)N1CCc2c([nH]c3ccccc23)C1C(F)(F)F (stereo unspecified) | 14%
CN(Cc1cccs1)C(=O)CCc1ccccc1 | -5%
Cc1c(N)cccc1-c1nc2cc(C(C)C)ccc2o1 | ?
Cc1cc(S(=O)(=O)Nc2cc3c(cc2Cl)n(C)c(=O)c(=O)n3C)ccc1F | 6%
Cc1cc(C23CC4CC(CC(C4)C2)C3)ccc1O | 14%
N#Cc1cccc(CN2CCC[C@H]2c2nc(-c3cncnc3N)no2)c1 | 0%[86.2 µM]
COc1ccc(CN2C(=O)[C@@H]3C[C@@H](CN3C3CCN(C)CC3)Oc3ccccc32)cc1 | ?
CC(C)CN1C(=O)c2cccn2CC1CNC(=O)c1ccco1 (stereo unspecified) | -13%
COc1ccc(CNC(=O)CC[C@]23CC[C@](C)(O)C[C@H]2C(C)(C)C[C@@H]3NCc2ccccn2)cc1 | 25%
O=C(Nc1ccc2c3c(cccc13)CC2)C(Cl)(Cl)Cl | -22%
CCS(=O)(=O)c1ncc(Cl)c(C(=O)Nc2c(C(=O)c3ccc(C)cc3)oc3ccccc23)n1 | 9%&-21%
COc1ccc(COC(=O)C2=C(C)NC3=C(C(=O)CCC3)C2c2cccc(OC)c2OC)cc1 (stereo unspecified) | i
Cc1ccccc1CN1CC(Oc2cccc(C(=O)NCC3CC3)c2)C1 | 86%[activator]
NC1CCCN(Cc2cccc(OCCCn3ccnc3)c2)C1 (stereo unspecified) | 12%
c1ccc(-c2nn3c(COc4ccc5c(c4)OCO5)nnc3s2)nc1 | 3%
N#Cc1c(SCC(N)=O)nc(N2CCOCC2)c2c1CCCC2 | -4%
CC(=O)c1cn(CC(=O)NCC2CCC(C(=O)O)CC2)c2ccccc12 (stereo unspecified) | 5%
CCn1cc(CN2CCC(N3C(=O)C4(CCCCC4)C3c3ccncc3)CC2)c(C)n1 (stereo unspecified) | -13%
CC(C)(C)CN1CCN(Cc2cnc(-c3ccc(Cl)cc3)nc2)CC1CCO (stereo unspecified) | -14%
COc1ccccc1N1CC(C)(C)C(=O)N(C(=O)c2c(F)cccc2Cl)C1=S | 14%
CCCCC1CCC(c2nc(C#N)c(N3CCN(CC)CC3)o2)CC1 (stereo unspecified) | -23%
Cc1ccc(CNC(=O)C2CCCCC(=O)N2)o1 (stereo unspecified) | 25%
COc1ccc(C(=O)N2CCC3(CC2)CC(c2nc(C)no2)N(C)C3)c(OC)n1 (stereo unspecified) | -12%
Cc1ccc2c(CC(=O)Nc3ccccc3C(F)(F)F)coc2c1C | 14%
CCc1ccc(S(=O)(=O)NCCc2csc3nc(-c4ccccc4)nn23)s1 | ?
Cc1ccc(OCCC(=O)O)cc1 | -1%
Cc1cc(C)cc(NC(=O)C2CCCN2S(=O)(=O)c2ccc3c(c2)C(C)(C)C(=O)N3C)c1 (stereo unspecified) | -8%
COc1ccc(OC)c(NC(=O)c2nc3ccccc3nc2N2CCCC2)c1 | -3%
CCCNC(=O)N1CC(Oc2ccc(-c3nc(C)no3)cc2)C1 | 9%
O=C(Nc1nc(C23CC4CC(CC(C4)C2)C3)cs1)C(c1ccccc1)c1ccccc1 | -8%

Going on with the list:
SMILES | KDM5B inhibitor
Cc1cc2c(cc1S(=O)(=O)N(C)CC(=O)N1CCc3ccccc31)OC(C)C(=O)N2 (stereo unspecified) | -4%
Cc1cccc(NC(=O)N2CCC(c3cc(-c4cccc(C)c4)n[nH]3)CC2)c1 | -18%
O=C1COc2ccc(Oc3ccccc3)nc2CN1Cc1ccccc1 | 1%[86.2 µM]
Cc1cccc(NC(=O)CSc2nc3ccccc3nc2N2CCCCC2)c1 | 4%
O=C(Nc1cc(=O)[nH]c2nc(Cc3ccccc3)nn12)c1ccc(Cl)cc1Cl | 8%
Cc1cc(C)n(CCC(=O)N/N=C/c2ccc(Cl)c([N+](=O)[O-])c2)n1 | 0%
COc1ccc(-c2ccnc3c(-c4ccc(F)cc4)c(C)nn23)cc1OC | 8%
O=C(Nc1ccc(C(O)(C(F)(F)F)C(F)(F)F)cc1)c1ccc(F)cc1 | -3%
Cc1cc(C)cc(CC(CC(=O)Nc2ccc(Cl)cc2)C(=O)O)c1 (stereo unspecified) | 9%
CN(C)[C@H]1CCN(C(=O)c2ccc(S(N)(=O)=O)cc2)C[C@H]1CCC(=O)O | 21%
Clc1ccc(Oc2cccc(CN3CCN(C4CCNC4)CC3)c2)cc1 (stereo unspecified) | 16µM*
COc1ccc(NC(=O)c2ccco2)cc1NC(=O)COc1ccc(Cl)cc1C | -2%
Cc1cccc(Oc2ccc(NC(=O)CCC(=O)OCC(=O)c3ccc(Br)cc3)cc2)c1C | 1%
O=C1CC(C(=O)Nc2ccc3c(c2)OCCO3)c2c(nc(N3CCc4ccccc4C3)[nH]c2=O)N1 (stereo unspecified) | -11%
CCOC(=O)c1cc(-c2ccc(OC)cc2)n(CCC(=O)NC2CCCCC2)c1C | -35%
Cn1c(CNC(=O)CSc2n[nH]c(-c3ccccc3Cl)n2)nc2ccccc21 | -8%
Cc1cccc2nc(CNC(=O)c3cccc(C4CCNC4)c3)cn12 (stereo unspecified) | ?
CCCN(C/C=C/c1ccccc1)C(=O)c1cccc(OCC(N)=O)c1 | 29%
CCONC(=O)C(NC(=O)c1ccc(Cl)cc1)C(C)CC (stereo unspecified) | -5%
O=C(Nc1ccc(-c2nccs2)cc1)C1CCCN1C(=O)c1cccs1 (stereo unspecified) | ?
O=C(O)CC1C(=O)NCCN1Cc1ccccc1Cl (stereo unspecified) | 0%
Cc1oc2ccn(Cc3cccc(F)c3)c(=O)c2c1C(=O)NCc1cccnc1 | 2%
CCCNC(=O)CN1C(=O)CSc2ccc(S(=O)(=O)N3CCC(C)CC3)cc21 | -8%
CN(Cc1ccccc1)c1ncnc2onc(-c3ccc(F)cc3)c12 | -13%
CSc1nnc2c(n1)OC(c1cc3c(cc1Br)OCO3)N(C(C)=O)c1ccccc1-2 (stereo unspecified) | -8%
O=C1NCCCCCCN(C(=O)C2CCCC2)[C@H]2C[C@H](C(=O)N3CCN(c4ccccn4)CC3)C[C@@H]12 | ?
CN1C(=O)c2cccn2CC1CNC(=O)Cc1cccc(F)c1 (stereo unspecified) | -10%
CN(C)S(=O)(=O)c1cccc(C(=O)OCc2nc3ccccc3o2)c1 | -2%
Cc1n[nH]c(C)c1C(N)C(=O)NCc1cc(C(F)(F)F)ccc1F (stereo unspecified) | 12%
O=C(Nc1ccccc1F)N1CC2CCC(C1)N2Cc1cccc(-c2cccs2)c1 | ?

Random excerpt: 6 records from the list
SMILES | KDM5B inhibitor
O=C1CC(C(=O)Nc2ccc3c(c2)OCCO3)c2c(nc(N3CCc4ccccc4C3)[nH]c2=O)N1 (stereo unspecified) | -11%
CN(C)[C@H]1CCN(C(=O)c2ccc(S(N)(=O)=O)cc2)C[C@H]1CCC(=O)O | 21%
Cc1oc2ccn(Cc3cccc(F)c3)c(=O)c2c1C(=O)NCc1cccnc1 | 2%
COc1ccc(-c2ccnc3c(-c4ccc(F)cc4)c(C)nn23)cc1OC | 8%
Cc1cc2c(cc1S(=O)(=O)N(C)CC(=O)N1CCc3ccccc31)OC(C)C(=O)N2 (stereo unspecified) | -4%
O=C(Nc1cc(=O)[nH]c2nc(Cc3ccccc3)nn12)c1ccc(Cl)cc1Cl | 8%

(cont.)
SMILES	KDM5B inhibitor
Cc1ccccc1-c1nnc(CS(=O)(=O)c2ccccc2)o1	13%
CC(C)N1C(=O)C2(CCN(C(=O)c3ccc(Cl)cc3)C2)c2ccccc21 (stereo unspecified)	0%[115 µM]
COc1ccc(C(=O)Nc2cccc3ncccc23)cc1	?
CCOc1ncccc1C(=O)N1C[C@H](OCC)[C@@H](O)C1	-15%
Cc1cc(Cl)ccc1OCC(=O)N[C@@H]1CCOC[C@H]1OCC(=O)O	22%
O=C(Nc1ccc(Cl)cc1)c1nc2ccccc2nc1N1CCCC1	5%
CC(=O)c1cccc(NC(=O)CCc2c(C)nc3c(-c4ccc(F)cc4)c(C)nn3c2C)c1	?
COc1cccc(CC(=O)Nc2ccc3ncnc(N4CCCC4)c3c2)c1	-9%
CC(C)(C)CC(=O)N1CC[C@@H](CC(=O)O)[C@@H](CCN2CCOCC2)C1	-13%[86.2 µM]
COc1ccc(-c2nc3n(n2)C(c2ccccc2F)C(C(=O)Nc2cccnc2)=C(C)N3)cc1OC (stereo unspecified)	?
Cc1c(Cl)cccc1NC(=O)Cn1c(=O)cc(C)c2c(C)nn(-c3cccc(F)c3)c21	-5%
CCOC(=O)N1CCc2c(sc3c2c(=O)n(Cc2ccccc2)c(=O)n3Cc2ccc(C)cc2)C1	18%&-16%
COc1cccc(C(C(=O)NC(C)(C)C)N(C(=O)CCC(=O)Nc2cc(C)on2)c2ccc3c(c2)OCCO3)c1OC (stereo unspecified)	-8%
COc1ccccc1CNC(=O)CSc1nc(=O)[nH]c2c1CCC2	11%
O=C(C1CC1)N1CCN(c2nc3ccc(F)cc3s2)CC1	-17%
CC(C)c1ccc(NC(=O)CN2CCN(C(=O)C3CCCO3)CC2)cc1 (stereo unspecified)	18%
Cc1ccc(OCC(=O)NCc2cccnc2N2CCOCC2)cc1	?
O=C(CC1C(=O)NCCN1Cc1ccc(-c2ccccc2)cc1)NCc1ccco1 (stereo unspecified)	25µM*
C=CCNC(=O)CN1CCN(c2nc(-c3ccccc3)nc3ccccc23)CC1	21%
Cc1cc(C)cc(N2CC(c3nc(-c4ccccn4)no3)CC2=O)c1 (stereo unspecified)	1%
CCOC(=O)[C@@H]1CSCCS(=O)(=O)N1Cc1ccccc1	18%
Cc1ccc2oc(-c3ccc(C)c(NC(=O)c4ccc(C(C)(C)C)cc4)c3)nc2c1	-6%
Cc1cc(C)cc(C(=O)NC2CCN(c3cn[nH]c(=O)c3)CC2)c1	11%
O=C(Oc1cccc2cccnc12)c1cccc2ccccc12	-8%
O=C(N/N=C/c1cccc([N+](=O)[O-])c1)c1c[nH]c2ccccc12	29%

Some of these compounds in order of the KDM5B inhibitor value, low to high:
mol | KDM5B inhibitor
O=C(C1CC1)N1CCN(c2nc3ccc(F)cc3s2)CC1 | -17%
Cc1c(Cl)cccc1NC(=O)Cn1c(=O)cc(C)c2c(C)nn(-c3cccc(F)c3)c21 | -5%
Cc1ccccc1-c1nnc(CS(=O)(=O)c2ccccc2)o1 | 13%

Sorted by length of the SMILES (low to high): part of the list above.
SMILES	KDM5B inhibitor
CCOC(=O)[C@@H]1CSCCS(=O)(=O)N1Cc1ccccc1	18%
CCOc1ncccc1C(=O)N1C[C@H](OCC)[C@@H](O)C1	-15%
CC(=O)c1cccc(NC(=O)CCc2c(C)nc3c(-c4ccc(F)cc4)c(C)nn3c2C)c1	?

From PubChem
